PLCg1 inh = PLC-gamma1 (human) inhibition, primary screen. P19174. purified PLC-gamma1, fluorogenic substrate, fluorescence. inhibition, % at 12.2 µM. hit rate 0.84% among 370,000; in the data active = inhibition above about 9.5%
ADAM10 inh = ADAM10 inhibition, QFRET primary screen; recombinant ADAM10, EDANS/DABCYL FRET peptide cleavage, 3 h; inhibition, % at 7 µM; hit rate 0.62% among 370,000; AID 720582;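 active = inhibition above a per-campaign cutoff equal to the mean of compounds falling between control-based bounds plus 3 SD, cut at about 20% in these data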;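 also: 0% = DMSO wells while the 100% control is not disclosed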
TDP2 absorb = TDP2 (human) inhibition, absorbance primary screen | O95551 | recombinant TDP2, T5PNP hydrolysis, p-nitrophenol absorbance 415 nm | inhibition, % at 12.8 µM | hit rate 0.34% among 370,000;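 active = inhibition above the mean of all tested compounds plus 3 SD, set per campaign, cut at about 25% in these data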;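 also: 0% = DMSO with enzyme and 100% = buffer with substrate but no TDP2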
Target sequence (O95551 whole entry, looked up): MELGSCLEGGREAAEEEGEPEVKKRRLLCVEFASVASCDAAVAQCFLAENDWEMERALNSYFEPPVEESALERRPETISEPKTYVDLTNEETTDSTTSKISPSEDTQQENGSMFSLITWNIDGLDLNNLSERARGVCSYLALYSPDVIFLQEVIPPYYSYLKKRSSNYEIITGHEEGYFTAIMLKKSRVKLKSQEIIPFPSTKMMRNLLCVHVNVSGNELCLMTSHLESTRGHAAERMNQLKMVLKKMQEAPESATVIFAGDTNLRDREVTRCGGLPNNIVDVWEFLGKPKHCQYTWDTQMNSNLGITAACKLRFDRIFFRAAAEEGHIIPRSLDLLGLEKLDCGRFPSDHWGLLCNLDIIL
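test system = human TDP2 enzyme | input = TDP2 enzyme at 120 nM final | medium = 50 mM Tris-HCl pH 7.5 with Mg2+, KCl, DTT, BSA | also added = T5PNP substrate, 5 mM | times = 2 h at 37 °C | technique = epi absorbance | benchmarks = high control without enzyme, low control DMSO plus TDP2 | replication = each compound tested once, singlicate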
proKLK7 act = proKLK7 (human) activation, primary screen | P49862 | purified proKLK7, EDANS-DABCYL substrate fluorescence; 100% is mature enzyme control, 0% vehicle | activation, % at 7 µM | AID 652039 | hit rate 0.9% among 370,000;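 active = activation above the mean of all tested compounds plus 3 SD, computed per campaign excluding outliers beyond control limits, cut at about 13% in these data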
LEDGF integ inh = blocks HIV-1 LEDGF/p75-dependent DNA integration; TR-FRET IN-LEDGF/p75 DNA integration, Eu/Cy5; inhibition, % at 3.7 µM; AID 743269; hit rate 0.64% among 370,000;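 active = inhibition above the screen-wide mean plus 3 SD, cut at about 13% in these data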;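 also: signal is the Cy5 over europium emission ratio at 671 and 618 nm; 0% = plate median of compound wells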
ARFGAP1 inhibitor = inhibits rat ARF GTPase activating protein 1 | Q62848 | Arfgap1-stimulated ARF1 GTP hydrolysis, GDP FP detection | inhibition, % at 16.5 µM | hit rate 0.26% among 360,000 | AID 651572;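 active = inhibition above a per-plate limit, mean inhibition of low control wells plus 3 SD, cut at about 25% in these data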;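 also: 0% = DMSO wells with enzyme and 100% = wells lacking Arfgap1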
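System: truncated rat Arfgap1 GAP domain / Medium: HEPES-based buffer, pH 7.5 / Also added: N-terminally truncated human ARF1-GTP substrate / Incubation: enzyme reaction 120 min at 25 °C after 20 min preincubation / Measured by: FP of antibody-bound GDP Alexa 633 tracer, ex 620/em 688 nm / Replicates: singlicate, each compound tested once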
DDE Tn6 FP inh = inhibitors of Tn6 peptide binding to human fibrin DD(E); P02675; Fibrin DD(E) TRITC-Tn6 fluorescence polarization displacement; inhibition, % at 8.3 µM; hit rate 0.21% among 370,000;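 active = inhibition above a per-campaign cutoff: mean of compounds within control limits plus 3 SD, cut at about 15% in these data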;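 also: 0% = median of all compound wells on the plate and 100% = blocking peptide control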
DDE Tn7 FP inh = DD(E)-Tn7 binding inhibition, primary FP screen. AID 720508. FP displacement of FITC-Tn7 peptide from fibrin DD(E); 0% = median of compound wells per plate. P02675. hit rate 0.13% among 370,000. inhibition, % at 8.3 µM;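 active = inhibition above the mean of compounds falling within the control limits plus 3 SD of them, cut at about 14% in these data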;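 also: 0% = plate median of compound wells and 100% = 10 µM Aha-Tn7 peptide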
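Test system – human fibrin DD(E) · Times – 10 min preincubation, 3 h with tracer, room temperature · Detection – fluorescence polarization of the labelled Tn7 tracer · Measure – percent inhibition normalized to high-control wells · Benchmarks – high control wells with 10 µM unlabelled Aha-Tn7 peptide (full inhibition) · Repeats – singlicate testing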
ASAP1 GAP inh = ASAP1 ArfGAP inhibition; inhibition, % at 16.5 µM; AID 624377; ASAP1-stimulated ARF1 GTP hydrolysis, GDP FP detection; hit rate 0.19% among 360,000; Q9ULH1; in the data active = inhibition above about 25%;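 also: 0% = vehicle with enzyme and substrate and 100% = no enzyme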
ADAM17 inh = inhibits human ADAM17; P78536; AID 720648; hit rate 0.83% among 370,000; recombinant ADAM17, EDANS/DABCYL FRET peptide cleavage; inhibition, % at 6.95 µM;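 active = inhibition above the mean of compounds lying between control limits plus 3 SD, set per campaign, cut at about 8.5% in these data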;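 also: 0% = DMSO-only wells as the low control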
Target sequence (P78536 215-824 limits assumed): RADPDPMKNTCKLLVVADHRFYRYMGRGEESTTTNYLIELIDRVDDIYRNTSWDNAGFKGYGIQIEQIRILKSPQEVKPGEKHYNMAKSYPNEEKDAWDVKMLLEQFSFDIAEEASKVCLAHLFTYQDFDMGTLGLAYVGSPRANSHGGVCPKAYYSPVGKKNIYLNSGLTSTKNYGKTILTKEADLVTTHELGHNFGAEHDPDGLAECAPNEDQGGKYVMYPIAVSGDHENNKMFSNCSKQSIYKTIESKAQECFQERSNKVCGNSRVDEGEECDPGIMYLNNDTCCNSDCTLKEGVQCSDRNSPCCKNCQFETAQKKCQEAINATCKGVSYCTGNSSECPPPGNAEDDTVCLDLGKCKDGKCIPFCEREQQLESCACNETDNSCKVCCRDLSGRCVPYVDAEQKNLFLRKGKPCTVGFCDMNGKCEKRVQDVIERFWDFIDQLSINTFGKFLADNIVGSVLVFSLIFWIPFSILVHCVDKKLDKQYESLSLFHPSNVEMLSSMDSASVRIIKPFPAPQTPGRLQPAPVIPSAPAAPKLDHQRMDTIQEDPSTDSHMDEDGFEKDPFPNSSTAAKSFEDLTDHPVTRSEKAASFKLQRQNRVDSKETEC
The depositor's hits bear a star; i = inactive; · = not tested or not shown.

Structure	PLCg1 inh	ADAM10 inh	TDP2 absorb	proKLK7 act	LEDGF integ inh	ARFGAP1 inhibitor	DDE Tn6 FP inh	DDE Tn7 FP inh	ASAP1 GAP inh	ADAM17 inh
COc1ccc(CCNC(=O)CSc2nn(-c3ccccc3)c(=S)s2)cc1	-4	-9	4	-0.5	-5	3	6	4	7	-3
N#CCCN(C(=O)COc1ccc(F)cc1Br)c1ccccc1F	-2	-12	-12	0.1	-2	12	-5	-3	2	-6
O=C(c1ccc(Cl)cc1[N+](=O)[O-])N1CCOCC1	-1	-7	6	0.0	5	-4	-1	-4	-1	-2
CCOC(=O)C1CCN(C2CCN(Cc3nc(-c4ccccc4)no3)CC2)CC1	0	-4	-6	0.0	0	3	0	1	8	-4
COc1ccc(N(CC(=O)NCCc2ccccc2)C(=O)c2csnn2)cc1OC	0	-3	-1	0.3	6	-9	8	1	0	-4
Cc1cccc(NC(=O)CC(C)(C)C)c1	3	8	-11	-0.3	6	-1	2	5	7	4
Nc1ncnc2c(C3OC(CO)C(O)C3O)c[nH]c12 (stereo not drawn)	3	-10	9	0.1	-2	5	3	-8	-4	-1
O=C(NCCCN1CCN(c2ccccc2F)CC1)C1CCN(S(=O)(=O)c2cccs2)CC1	2	-3	-3	-0.4	5	-2	5	4	2	-2
O=C(c1cccc(Cl)c1)N1CCN(c2ncccn2)CC1	-2	0	9	-0.5	-2	7	-1	-8	-7	-7
Cc1ccc(S(=O)(=O)N2c3ccc(F)cc3C[C@H]2CSc2ccccc2)cc1	3	6	-14	·	3	·	7	-4	·	2
O=C(NCc1ccccc1Cl)C1CCCN(S(=O)(=O)c2cccc3nonc23)C1 (stereo not drawn)	1	5	0	-0.6	1	5	7	1	0	-5
O=C(Nc1ccc(N2CCOCC2)c(S(=O)(=O)Nc2ccc(Cl)cc2)c1)c1ccc(=O)[nH]n1	3	-9	1	-0.4	-1	0	-11	-2	5	2
CCOC(=O)c1c(-c2ccccc2)oc2ccc(OCC(=O)O)cc12	i	i	10	25*	-1	-3	5	-1	-8	-345
O=C(Nc1ccc(Cl)cc1)Nc1nnc(SCc2ccc(Cl)cc2)s1	-1	0	6	-0.6	-3	-8	11	8	-17	0
COc1ccc(CNC(=O)CSc2nc3ccc(N)cc3s2)cc1	-1	-8	-2	-0.7	-7	13	-1	2	4	1
O=C(Nc1cccc(-c2ccc(F)cc2)c1)C1CCCN(Cc2cccnc2)C1 (stereo not drawn)	0	4	-5	0.4	-6	5	-9	0	-9	-7
COCCCNC(=O)/C(C#N)=C/c1c(N2CCN(c3ccccc3)CC2)nc2ccccn2c1=O	-313	i	-8	12	6	10	-1	-3	8	-430
O=C(NCC1CCCO1)c1ccc(COc2ccc(Br)cc2)cc1 (stereo not drawn)	0	2	4	0.5	0	12	6	-3	-9	-4
Cc1nnc(NC(=O)C(C)Sc2nnc(-c3ccco3)n2C(C)C)s1 (stereo not drawn)	2	1	10	0.0	2	-10	-4	0	-2	-1
CCOc1ccccc1NC(=O)COC(=O)c1cc(C(=O)OC)cc([N+](=O)[O-])c1	4	9	7	0.5	4	6	-2	-4	8	1
COc1cc(/C=C2\SC(=S)N(CCC(=O)Nc3ccccc3O)C2=O)cc(OC)c1OC	-9	5	11	-0.1	-1	-2	4	1	-2	3
O=C(Nc1ccnc(-c2ccncc2)n1)C1CC1	-1	-5	7	0.1	-2	-5	-1	-4	-7	-1
CCOc1ccc2nc(SCc3ccccc3C#N)sc2c1	0	8	7	0.4	-1	-4	1	0	-7	2
C[C@@H](NC(=O)[C@@H]1CCCN1C(=O)[C@@H]1CCCN1C(=O)c1cccs1)c1ccccc1	-1	-3	8	0.1	-2	6	0	-2	4	-2
Cn1c(CNc2ccc(Cl)cc2)nc2ccccc21	-2	4	-14	-0.5	0	12	2	-5	13	-1
CCc1cc2c(=O)c(-c3nc(C)cs3)coc2cc1OC(C)C(=O)NCCO (stereo not drawn)	-5	-4	3	0.4	-1	-7	5	-1	2	-1
O=C(CC1OC(=O)c2ccccc21)NNC(=O)c1ccc(F)cc1 (stereo not drawn)	-1	-12	-3	-1.0	-6	-5	2	7	-10	1
CCS(=O)(=O)c1nnnn1-c1ccccc1S(C)(=O)=O	1	-6	-4	0.0	0	9	3	-6	0	-4
O=c1[nH]nc(-c2ccc(F)cc2)cc1Cc1ccccc1	-4	-9	-14	0.2	-1	10	-5	5	1	-5
CCCc1cc(C(=O)Nc2cccc(-c3nn[nH]n3)c2)sc1C	0	-12	6	-0.5	-2	-7	-3	2	-3	-4
CC(C)(C)c1ccc(OCCNCc2ccccc2)cc1	3	4	3	0.3	2	2	9	-8	-6	0
CN(C)C(CNC(=O)Cc1cccc(C(F)(F)F)c1)c1ccco1 (stereo not drawn)	-8	-9	9	-0.2	1	-6	0	-6	9	-3
Cc1ccc(NNC(=O)c2ccno2)cc1C	-5	-6	-16	0.0	-3	-3	-4	-2	-2	-2
CNC(=S)NC1(C)CCS(=O)(=O)C1 (stereo not drawn)	1	0	1	0.0	4	-5	2	-2	5	-1
CCC/C=N/Nc1nc2ccccc2s1	-11	25*	-11	-1.4	1	-4	-1	-4	9	7
CN(c1ccc(C(=O)N2CCOCC2)cc1)S(=O)(=O)c1ccc(Cl)cc1	-1	-1	8	-0.4	-5	11	-2	-6	9	-2
CCn1c(=NC(=O)CS(=O)(=O)c2ccc(C)cc2)sc2cccc(OC)c21	-12	-10	-11	-1.2	-2	-13	5	3	3	-6
COc1ccc(-c2[nH]ncc2CN2CCC(OCc3cccnc3)CC2)c(F)c1	-1	1	2	0.2	2	1	7	3	1	-2
CCC1(C)Cc2ccccc2/C(=C/C(=O)N2CCCCC2)N1 (stereo not drawn)	-10	-4	15	0.1	0	-4	-7	-1	-20	-2
O=C(NNc1ccccc1)Nc1ccccc1F	0	0	1	0.8	-3	-16	-6	3	-24	-4
CC(C)CC(=O)Nc1sc2c(c1C#N)CC(C)(C)NC2(C)C	0	3	7	-0.5	1	-10	4	-4	12	0
COc1ccc(-c2ccc3c(c2)C2CC3CCN2C(=O)C2CCCCC2)cc1 (stereo not drawn)	1	8	1	0.5	2	-1	-11	6	-6	3
CCC(Sc1nc2c(c(=O)n1CC)SC(C)C2)C(=O)OC (stereo not drawn)	3	-7	-1	0.1	3	10	-7	1	-2	-5
CCN1CCN(c2ccc(S(=O)(=O)N3CCCCC3)cc2NC(=O)c2ccc(OC(F)F)cc2)CC1	4	5	3	0.5	2	-6	-4	-7	-12	1
O=C(CSc1nccn1-c1cccc(F)c1)NC1CCCC1	0	-11	-6	0.0	0	3	-1	-1	4	-4
O=C1CCCCC1Oc1ccc2ccc(=O)oc2c1 (stereo not drawn)	-35	-300	8	2.2	0	0	3	8	7	-136
O=C(C1CCCCC1)N1C[C@H](n2cc(C3CC3)nn2)[C@@H](O)C[C@@H]1c1ccccc1	2	-6	11	0.2	3	3	3	-5	-16	-1
COc1ccc(CC(=O)N2CCN(C(=O)Cc3ccc(OC)cc3)CC2)cc1	1	-2	3	-0.6	2	3	6	0	-10	-2

In the list so far, these contain a nitro group on carbon:
Structure	PLCg1 inh	ADAM10 inh	TDP2 absorb	proKLK7 act	LEDGF integ inh	ARFGAP1 inhibitor	DDE Tn6 FP inh	DDE Tn7 FP inh	ASAP1 GAP inh	ADAM17 inh
O=C(c1ccc(Cl)cc1[N+](=O)[O-])N1CCOCC1	-1	-7	6	0.0	5	-4	-1	-4	-1	-2
CCOc1ccccc1NC(=O)COC(=O)c1cc(C(=O)OC)cc([N+](=O)[O-])c1	4	9	7	0.5	4	6	-2	-4	8	1

Following part
Structure	PLCg1 inh	ADAM10 inh	TDP2 absorb	proKLK7 act	LEDGF integ inh	ARFGAP1 inhibitor	DDE Tn6 FP inh	DDE Tn7 FP inh	ASAP1 GAP inh	ADAM17 inh
Cc1cccc(S(=O)(=O)NC(=O)C2(C)CCN2C(=O)Cc2cccs2)c1 (stereo not drawn)	4	-7	0	0.8	2	7	-1	0	-11	-7
CSc1ccc(Cn2c(C)c(C(=O)NCc3cccc(C)c3)sc2=O)cc1	0	6	-4	0.1	-1	-6	3	-1	16	6
CCOC(=O)C1=C(C)N(C)C(=O)NC1c1cc2c(cc1Br)OCO2 (stereo not drawn)	1	7	8	0.1	-4	12	-3	1	5	0
COc1ccc(OC)c(/C=C/c2ccnc3ccccc23)c1	-303	-112	-6	-0.1	25*	-10	-5	4	-15	-32
CN(CCO)C(=O)c1cccc2c1-c1ccccc1C2=O	0	-11	-2	0.3	0	-3	1	5	-10	-4
COc1cccc(C2SCC(=O)N2c2ccc(Cl)cc2)c1OC (stereo not drawn)	-1	1	5	-0.2	-1	-6	-1	-7	-1	-1
O=C(COc1ccc(Cl)cc1)NCc1nnc(SCC(=O)NC2CCCC2)o1	1	-2	9	0.7	2	-10	0	3	14	-2
Cn1c(CN2CCOCC2)nnc1SCC(=O)Nc1cc(Cl)ccc1Cl	-2	-5	5	-0.6	-2	-3	3	2	-9	-7
COc1ccccc1C(=O)NC(CCSC)C(=O)NCCCn1nc(C)cc1C (stereo not drawn)	-2	-6	7	0.5	1	1	5	2	-3	-1
C#Cc1cccc(C(=O)N2CCCC(CCC(=O)NCc3ccccc3F)C2)c1 (stereo not drawn)	0	2	7	0.5	2	-1	0	3	-7	-1
O=C(Cn1nnc(-c2cccs2)n1)N1CCOCC1	3	2	-12	-0.6	4	-8	1	-11	-4	-1
CCOCCn1c(=O)c2c(nc3n2CCN3c2ccc(C)cc2)n(C)c1=O	0	-1	2	-0.2	-3	9	3	-2	4	-4
Cc1ccc(N(CC(=O)NCc2ccco2)C(=O)CCC(=O)Nc2nccs2)c(C)c1	2	3	13	-0.1	-3	9	-2	-1	12	-2
CCNC(=O)NC(=O)C(C)Sc1nc2ccccc2c(=O)n1-c1cccnc1 (stereo not drawn)	0	-5	1	-0.3	0	4	6	-1	2	-2
S=C(Nc1ccc(Cl)cc1Cl)N1CCCC1	5	6	-16	0.0	0	5	0	-3	2	3
CCn1c(N2CCN(CC(=O)Nc3cccc(C)c3C)CC2)nc2ccccc21	1	-7	-9	0.2	-1	11	8	4	-6	2

High-throughput results (PubChem)
